High-throughput results from PubChem.
PTHR1 ag – qHTS for PTHR1 Agonists: Primary Screen | Parathyroid hormone/parathyroid hormone-related peptide receptor (Homo sapiens), Q03431 | HEK293 GP2 PTHR1 cells, GloSensor cAMP luminescence, 1 h | Potency, µM (top dose mostly 115 µM), for inactives: top-dose activation, actives largely listed as activators | hit rate 0.075% among 410,000 | AID 743266, 2014; further: nearly all actives have a fitted effect of over 55% in size; some results filed as inactive show a strong effect at the top dose; inactives centre near -15; many of its hits are not listed in these tables
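HEK-293-derived GP2 cells expressing PTHR1 and a GloSensor cAMP reporter, 3,000/well, plated overnight, given luciferin plus IBMX (each 0.5 mM as added) for 1 h at 37 °C, then compound for 1 h at 37 °C. Luminescence was read after 15 min at room temperature.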
aSyn rescue – qHTS of alpha-syn Inhibitors; hit rate 0.14% among 370,000; Potency, µM (doses to about 46.1 µM), inactives show top-dose growth rescue (activation), usual class: activators; Yeast expressing alpha-synuclein, growth rescue, BacTiter-Glo, 24 h; further: % of control where 0% means no effect; nearly all actives have a fitted effect of over 65% in size
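Screening used galactose-induced yeast with toxic alpha-synuclein levels, exposed to compound for 24 hr at 30 deg C. Cell growth, read with BacTiter-Glo luminescence, gave the measured signal.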
EPAC1 antag – qHTS for Antagonist of cAMP-regulated guanine nucleotide exchange factor 3 (EPAC1): primary screen | Rap guanine nucleotide exchange factor 3 (Homo sapiens), O95398 | hit rate 0.14% among 360,000 | Potency, µM (highest dose often 115 µM), for inactives: at the top dose activity change, negative = inhibition, most hits filed as inhibitors | EPAC1 GEF assay, Rap1b-BODIPY-GDP exchange fluorescence;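 further: plate controls were vehicle for no effect and positive control for full effect; nearly all actives have a fitted effect of over 50% in size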
EPAC2 agonist – qHTS for Agonist of cAMP-regulated guanine nucleotide exchange factor 4 (EPAC2): primary screen. Rap guanine nucleotide exchange factor 4 (Homo sapiens), Q8WZA2. EPAC2 activation, biochemical qHTS; response scale: 100% = 6.5 mM cAMP response. Potency, µM (highest dose often 154 µM), without a hit: at the top dose activation, actives largely listed as activators. hit rate 0.079% among 360,000. AID 720711, 2013; further: nearly all actives have a fitted effect of over 50% in size
Target sequence (Q8WZA2 whole entry, looked up): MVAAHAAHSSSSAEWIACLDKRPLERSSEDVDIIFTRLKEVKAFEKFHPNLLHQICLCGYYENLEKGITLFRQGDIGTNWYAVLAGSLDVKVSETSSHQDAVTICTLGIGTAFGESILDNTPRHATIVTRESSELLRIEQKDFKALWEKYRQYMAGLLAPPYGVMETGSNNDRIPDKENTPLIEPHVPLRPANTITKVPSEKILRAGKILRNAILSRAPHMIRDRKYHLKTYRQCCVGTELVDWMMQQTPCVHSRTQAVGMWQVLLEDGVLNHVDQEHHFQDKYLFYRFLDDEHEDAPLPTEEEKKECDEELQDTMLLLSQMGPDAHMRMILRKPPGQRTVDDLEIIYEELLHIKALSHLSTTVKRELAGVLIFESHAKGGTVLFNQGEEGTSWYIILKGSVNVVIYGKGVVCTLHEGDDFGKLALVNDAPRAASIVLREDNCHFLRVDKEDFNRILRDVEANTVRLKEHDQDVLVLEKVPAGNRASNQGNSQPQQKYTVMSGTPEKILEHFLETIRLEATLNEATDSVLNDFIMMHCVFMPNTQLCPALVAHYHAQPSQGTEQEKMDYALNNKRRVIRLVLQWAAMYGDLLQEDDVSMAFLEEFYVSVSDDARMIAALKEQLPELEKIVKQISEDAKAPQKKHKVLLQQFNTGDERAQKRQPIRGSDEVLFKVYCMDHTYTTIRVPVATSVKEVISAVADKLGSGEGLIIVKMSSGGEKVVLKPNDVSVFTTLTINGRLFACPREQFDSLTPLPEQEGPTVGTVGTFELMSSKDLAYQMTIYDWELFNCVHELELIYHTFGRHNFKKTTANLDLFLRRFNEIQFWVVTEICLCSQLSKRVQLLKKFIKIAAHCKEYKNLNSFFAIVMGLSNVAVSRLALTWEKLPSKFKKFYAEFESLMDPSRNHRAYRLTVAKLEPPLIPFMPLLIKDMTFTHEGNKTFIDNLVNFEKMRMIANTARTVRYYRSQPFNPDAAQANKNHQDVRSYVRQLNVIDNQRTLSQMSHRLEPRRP
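In this primary screen, activation is scored as increased exchange of BODIPY-GDP from Rap1B by 100 nM EPAC2, with 50 uM GDP as competitor. Signal is normalized to the 6.5 mM cAMP agonist control.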
FUS suppressor – qHTS for Suppressors of FUS Proteinopathy: Primary screen using FUS-linked yeast assay | S. cerevisiae FUS-expressing, growth rescue, OD600, 24 h | hit rate 0.24% among 390,000 | Potency, µM (top dose mostly 76.6 µM), without a hit: top-dose growth rescue (activation), usual class: activators | AID 1347120, 2019;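 further: plate controls were DMSO vehicle for no effect and reference control for full effect; nearly all actives have a fitted effect of over 55% in size; some results filed as inactive show a strong effect at the top dose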
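FUS-expressing yeast, raffinose-pregrown, induced in 2% galactose minimal medium at OD 0.005; compounds in a dilution series, 24hr at 30C. Growth restoration read as absorbance at 600 nm. CP55940 positive control, DMSO negative.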
EPAC1 ag – qHTS for Agonist of cAMP-regulated guanine nucleotide exchange factor 3 (EPAC1): primary screen; Rap guanine nucleotide exchange factor 3 (Homo sapiens), O95398; EPAC1 agonist qHTS, biochemical assay; response scale: 100% = response to 6.5 mM cAMP; Potency, µM (doses to about 154 µM), for inactives: at the highest dose activation, hits mostly activators; hit rate 0.073% among 360,000; AID 720707, 2013; further: nearly all actives have a fitted effect of over 60% in size
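Compounds were pinned as a concentration titration into mixtures of EPAC1 (100 nM), BODIPY-GDP-loaded Rap1B (250 nM) and GDP (50 uM). After 5 min at room temperature, fluorescence was followed for 30 min; activity was scaled to 6.5 mM cAMP.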
TDP43 rescue – qHTS of TDP-43 Inhibitors | Potency, µM (titrated, usually from 46.1 µM), for the others: at the highest dose growth rescue (activation), most hits filed as activators | hit rate 1.8% among 410,000 | TDP-43 expressing yeast growth rescue, BacTiter-Glo, 24 h; further: % of control where 0% means no effect; nearly all actives have a fitted effect of over 50% in size
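Yeast cells expressing TDP-43 under galactose induction are exposed to compounds for 24 hr at 30 deg C. BacTiter-Glo luminescence measures growth, so protective compounds score as activators.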
EPAC2 antagonist – qHTS for Antagonist of cAMP-regulated guanine nucleotide exchange factor 2 (EPAC2): primary screen; EPAC2 GEF exchange of Rap1B-BODIPY-GDP, fluorescence; Potency, µM (titrated, usually from 114 µM), for inactives: at the top dose activity, negative = inhibition, actives largely listed as inhibitors; Rap guanine nucleotide exchange factor 4 (Homo sapiens), Q8WZA2; hit rate 0.18% among 360,000; AID 720708, 2013; further: on the % scale 0 is the no-effect control and ±100 the full control effect; nearly all actives have a fitted effect of over 45% in size; many of its hits are not listed in these tables
* marks the source's active call; other numbers are inactive results; i = inactive; ? = inconclusive; . = no result given; & = joins results of further samples; [ ] = remark or other dose. The call rests on the fitted dose curve; in most records, active means well fitted curve in the direction sought with a large enough effect; inconclusive means small, poorly fitted or top-dose-only effect, or another doubt; inactive means no such curve, though single readings can be large; an effect the other way counts as inactive or inconclusive. Potency means the concentration at half of the fitted maximal effect.

smiles,PTHR1 ag,EPAC2 agonist,EPAC1 antag,EPAC1 ag,FUS suppressor,TDP43 rescue,aSyn rescue,EPAC2 antagonist
CCN(C(=O)C1CCCN(c2nc(-c3ccc(OC)cc3)no2)C1)c1ccccc1F (configuration not stated),-41%[inhibitor],18%,-11%,0%,36%,?,-11%,-16%
CCN(CC)CCCNC(=O)c1cc(Cl)c(NC(=O)C2=C(C)OCCS2)cc1OC,-1%,6%,-13%,4%,19%,-9%,12%,2%
CC(=O)N(c1ccc2oc(=O)sc2c1)S(=O)(=O)c1cccs1,22%[57.5 µM],0%,14%,-6%,28µM*,25%,-2%,15%[57.1 µM]
COC(=O)c1ccc(-c2ccc(/C=N/N3C(=O)C4C5C=CC(C6CC56)C4C3=O)o2)cc1 (configuration not stated),-39%[inhibitor],13%,?,15%,31%,8%,1%,-10%
O=S1(=O)CCOC[C@H](Cc2ccccc2)N1Cc1ccccc1F,-18%,6%,10%,5%,9%,19%,15%,4%
Cc1cc(N/C(=N/S(=O)(=O)c2cc(F)ccc2F)c2ccccc2)n(-c2ccccc2)n1,-5%,6%,-22%,-2%,17%,7%,3%,-18%
CCOC(=O)C1CCN(S(=O)(=O)c2ccc(OC)c(C(=O)N3CCCCC3)c2)CC1,-28%,0%,-17%,4%,-11%,0%,-3%,1%
Cc1ccnc(NC(=O)CCC(=O)N(CC(=O)NC2CCCCC2)Cc2cccs2)c1,-24%,-2%,5%,9%,3%,-8%,-8%,-6%
CCCCN(C)C(=O)c1cc2cc3cc(OC)ccc3nc2o1,-3%,5%,-10%,4%,15%,?,4%,-1%
CCOC(=O)C1CCC(C(=O)OCC)N1c1ccc(C=O)cc1 (configuration not stated),i,3%,-8%,-12%,16%,25%,6%,-2%
COCCNC(=O)CN1CCC(NC(=O)c2ccco2)CC1,i,2%,-15%,-10%,5%,-1%,-2%,0%
COC(=O)c1c(C)oc2ccc(N(C(=O)c3ccncc3)S(=O)(=O)c3ccc4ccccc4c3)cc12,-41%[inhibitor],6%,-4%,15%,.,?,20%,-1%
CC(C)(C)c1cc(C(F)(F)F)c(C#N)c(=O)[nH]1,i,9%,4%,-1%,-27%,0%,-2%,-3%
CC(C)C(C(=O)Nc1sc2c(c1C#N)CCCCC2)N1C(=O)c2ccccc2C1=O (configuration not stated),-10%,14%,-7%,-1%,11%,-1%,3%,9%
CC(NC(=O)Cc1ccc(F)cc1)c1ccccc1 (configuration not stated),-23%[57.5 µM],-4%,11%,5%,9%,15%,6%,7%
N#C/C(=N\Nc1ccc(Cl)cc1)C(=N)N1CCCCC1,-29%,-4%,-13%,7%,-19%,0%,-12%,5%
C=CCNc1nc(N)c(C(=C(C#N)C#N)c2ccccc2)s1,-21%,-2%,-14%,-3%,26%,13%,3%,9%
Cc1ccnc(NC(=O)c2cccc(NS(=O)(=O)c3ccccc3C)c2)c1,-32%,17%,-11%,13%,-7%,15%,0%,-7%
COc1ccc(C(=O)Nc2ccc(S(=O)(=O)N3CCOCC3)cc2)cc1OC,-4%[57.5 µM],2%,-7%,2%,-6%,5%,2%,-2%
O=C(CCn1c(=S)oc2ccccc21)Nc1ccc2c(c1)OCCO2,-9%[57.5 µM],-22%,9%,7%,-1%,-2%,-5%,-6%
Cc1ccc(NC(=O)CCC(=O)NNC(=O)COc2ccccc2)c(C)c1,-3%,-4%,-9%,-1%,.,2%,-2%,0%
CC1=C(C(=O)OC2CCCCCCC2)C(c2cccc(O)c2)NC(=O)N1 (configuration not stated),7%[57.5 µM],2%,-8%,3%,27%,-12%,-2%,-7%
Cc1ccccc1NC(=O)C(C)c1cccc(C(=O)c2ccccc2)c1 (configuration not stated),i,15%,11%,12%,16%,13%,-9%,-5%
Cc1ccc(Cl)cc1N1CCN(C(=O)CCS(=O)(=O)c2ccc3c(c2)NC(=O)CO3)CC1,-12%,13%,8%,16%,43%,-8%,-1%,-22%
CC(OC(=O)c1cccc(S(=O)(=O)Nc2ccccc2F)c1)C(=O)NCc1ccc2c(c1)OCO2 (configuration not stated),-37%[inhibitor],2%,11%,0%,.,-7%,-7%,1%
CSc1nsc(SCC(=O)NCc2ccc(C)cc2)n1,-24%,5%,-18%,-1%,35%,25%,12%,-1%
CN(C)c1ccc(CC(=O)N2CCCC(c3cc(C(=O)Nc4ccc(C(C)(C)C)cc4)no3)C2)cc1 (configuration not stated),-11%,-20%,-24%,-3%,?,?,1%,-3%
CCOC(=O)C1(CCOC)CCN(Cc2ccc(C(=O)OC)cc2)CC1,i,11%,-5%,0%,17%,-25%,-2%,0%
COc1cc(C(=O)NC(=S)Nc2ccc(Cc3ccncc3)cc2)cc(OC)c1OC,-6%,18%,13%,6%,23%,13%,-3%,3%
O=C(OCC(=O)c1ccc[nH]1)c1ccc(C(F)(F)F)cc1,-1%,-15%,-4%,-3%,1%,?,5%,14%
CCOC(=O)c1c(NC(=O)CSc2nnc(C)c(=O)[nH]2)sc2c1CCC2,-4%,-4%,-5%,8%,-8%,-2%,-2%,0%
Cc1ccc(S(=O)(=O)N2CCCCC2)cc1NC(=O)c1cc(F)c(F)c(F)c1F,-23%,12%,-9%,-11%,-2%,6%,7%,-25%
Cc1ccc(NC(=O)CCC(=O)NNC(=O)COc2ccc([N+](=O)[O-])cc2)cc1C,-3%,3%,6%,3%,16%,5%,-6%,5%
COc1cc(/C=N/NC(=O)c2cncc(Br)c2)cc([N+](=O)[O-])c1O,-16%,-11%,0%,13%,21%,?,1%,4%
CC1(C)OC(=O)C2=C(CC(CCc3ccccc3)OC2c2ccccc2)O1 (configuration not stated),-34%[inhibitor],-2%,6%,11%,?,?,-9%,-25%
O=C(NC1CCCC1)C(c1ccccc1)N(C(=O)c1ccno1)c1cccnc1 (configuration not stated),-5%,-9%,10%,-7%,11%,-25%,-5%,-2%
CCN(CC)S(=O)(=O)c1ccc(C(=O)OCC(=O)N2CCN(C(=O)c3ccco3)CC2)cc1,i,-6%,0%,2%,11%,2%,2%,10%
COC(=O)C1=C(C)N(Cc2ccco2)C(=O)N[C@@H]1c1ccco1,i,6%,-3%,11%,21%,-6%,5%,-8%
Cc1n[nH]c(=O)c2c(NC(=O)CSc3ccc(F)cc3)oc(C)c12,-12%,0%,4%,-1%,-5%,9%,-3%,-4%
c1ccc(-c2csc(N3CCc4ccccc4C3)n2)cc1,-68%[inhibitor][57.5 µM],0%,7%,2%,34%,-7%,-1%,4%
Cc1cc(-c2n[nH]c(=S)n2/N=C/c2ccc(C)o2)n[nH]1,10%,20%,12%,-5%,43%,0%,-13%,-6%
COc1ccccc1C(=O)N1CCNC(=O)C1CC(=O)Nc1cccc(C)c1 (configuration not stated),i,15%,-3%,9%,-17%,-11%,-9%,-2%
COc1ccc(-c2c(C(F)(F)F)nn(C)c2NC(C)=O)cc1,i,5%,7%,4%,4%,-29%,3%,-8%
CCN1CCN(c2ccc(S(=O)(=O)N3CCCCC3)cc2NC(=O)c2ccc([N+](=O)[O-])o2)CC1,i,7%,-6%,-4%,18%,4%,1%,-8%
COc1cc(C(O)c2nc(/C=C/c3ccccc3)cs2)ccc1F (configuration not stated),-49%[inhibitor],24%,-15%,9%,37%,22µM*,4%,-9%

Reformatted with two lines to a compound: entries from further up.
Under each structure – PTHR1 ag | EPAC2 agonist | EPAC1 antag | EPAC1 ag | FUS suppressor | TDP43 rescue | aSyn rescue | EPAC2 antagonist
- O=C(NC1CCCC1)C(c1ccccc1)N(C(=O)c1ccno1)c1cccnc1 (configuration not stated)
 : -5% | -9% | 10% | -7% | 11% | -25% | -5% | -2%
- CCN(CC)S(=O)(=O)c1ccc(C(=O)OCC(=O)N2CCN(C(=O)c3ccco3)CC2)cc1
 : i | -6% | 0% | 2% | 11% | 2% | 2% | 10%
- COC(=O)C1=C(C)N(Cc2ccco2)C(=O)N[C@@H]1c1ccco1
 : i | 6% | -3% | 11% | 21% | -6% | 5% | -8%
- Cc1n[nH]c(=O)c2c(NC(=O)CSc3ccc(F)cc3)oc(C)c12
 : -12% | 0% | 4% | -1% | -5% | 9% | -3% | -4%

Next part.
smiles,PTHR1 ag,EPAC2 agonist,EPAC1 antag,EPAC1 ag,FUS suppressor,TDP43 rescue,aSyn rescue,EPAC2 antagonist
C/C(=N\NC(=O)CSc1ncccn1)c1ccc2c(c1)OCCO2,i,19%,-2%,12%,31%,-8%,-5%,0%
COc1cc(OC)cc(N2CCN(S(=O)(=O)c3ccc(-n4cnnn4)cc3)CC2)c1,-8%&12%,-3%,-13%,-5%,11%&1%,6%&-12%,0%,21%
O=C(COc1ccc2ccccc2c1)N1CCN(C(=O)c2cccs2)CC1,-16%[57.5 µM],-11%,-17%,-7%,9%,11%,10%,4%[57.1 µM]
O=C(COc1ccc(S(=O)(=O)N2CCCC2)cc1)NCCC1=CCCCC1,-3%[57.5 µM],4%,1%,2%,34%,-13%,11%,0%
O=C(CS(=O)(=O)c1cn(Cc2ccccc2Cl)c2ccccc12)N1CCOCC1,-17%,5%,6%,2%,-14%,-15%,5%,3%
COc1ccccc1NC(=O)CSc1nnc(-c2ccc(NC(C)=O)cc2)n1C,-1%,7%,-8%,4%,3%,8%,-10%,21%
CC(C)NC(=O)[C@H]1N2C(=O)c3ccccc3C2SC1(C)C (some centres not stated),i,8%,5%,4%,9%,-20%,-5%,-1%
O=[N+]([O-])c1ccc(N2CCOCC2)cc1O,i,-5%,-11%,-9%,7%,-15%[1.82 µM],4%,-15%
O=C(CCN1C(=O)C2C3C=CC(C3)C2C1=O)N1CC(=O)N(CCc2ccccc2)C(=O)C1 (configuration not stated),-1%[57.5 µM],-8%,15%,-4%,-7%,-25%,-2%,7%
COc1ccc(/C=N/NC(=O)c2nn(-c3ccc(C)c(C)c3)c(=O)c3ccccc23)cc1,i,9%,-10%,7%,5%,-2%,9%,0%

Some of the compounds tested. The share of hits here may be higher or lower than overall.
